# CHT inh: inhibitors of human choline transporter CHT. Q9GZV3. CHT-expressing cells, membrane potential dye, choline response; hits give low values. B-score at 10 µM. 310,000 compounds, 0.86% hits;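 active = B-score over 3 SD under the library average, and starting fluorescence ratio not unusually high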;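 also: choline stimulus applied at its EC90 after an EC20 pre-addition; B-score computed on integrated fluorescence ratio after choline addition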
# Target sequence (Q9GZV3 whole entry, looked up): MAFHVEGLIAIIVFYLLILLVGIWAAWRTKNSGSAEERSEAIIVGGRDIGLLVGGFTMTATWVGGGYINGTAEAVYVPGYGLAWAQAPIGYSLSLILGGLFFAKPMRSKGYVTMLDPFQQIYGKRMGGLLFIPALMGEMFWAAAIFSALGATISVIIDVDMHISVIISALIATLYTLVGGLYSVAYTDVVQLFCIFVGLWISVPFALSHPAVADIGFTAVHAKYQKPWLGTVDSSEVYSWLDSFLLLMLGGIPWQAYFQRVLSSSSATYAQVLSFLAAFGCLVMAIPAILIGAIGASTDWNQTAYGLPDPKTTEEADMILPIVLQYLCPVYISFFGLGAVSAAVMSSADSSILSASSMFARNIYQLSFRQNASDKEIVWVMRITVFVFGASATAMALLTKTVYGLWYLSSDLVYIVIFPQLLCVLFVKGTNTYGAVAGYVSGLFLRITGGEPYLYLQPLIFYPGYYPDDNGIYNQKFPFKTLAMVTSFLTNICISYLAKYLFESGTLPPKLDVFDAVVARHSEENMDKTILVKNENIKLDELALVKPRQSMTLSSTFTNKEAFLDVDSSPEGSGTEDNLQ
# CHT allo act: allosteric activators of human choline transporter CHT; Q9GZV3; CHT-expressing cells, membrane potential dye, choline EC20; hits give high values; LV-AA mutant CHT in HEK293 cells; B-score at 10 µM; 310,000 compounds, 0.49% hits;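 active = initial fluorescence not abnormally high and integrated response B-score, plate-corrected, over 3 SD above library mean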
# * = called active by the depositor; i = inactive.
# Second line of a record – CHT inh, CHT allo act
- CCc1nc(SCC(=O)Nc2cc(C)ccc2OC)c2c(C)c(C)sc2n1
    i, i
- CC(C)N(CC(N)=O)C(=O)Cc1coc2cc3c(cc12)CCC3
    i, i
- COc1ccc(N2CCN(C(=O)c3ccc(C)c(Cl)c3)CC2)cc1
    i, i
- COc1ccccc1-c1cnn2c(NCc3ccccc3)cc(C)nc12
    i, i
- CC(C)Oc1ccc(C(=O)NC(=S)Nc2ccc(CN3CCOCC3)cc2)cc1
    i, i
- Cc1[nH]c(=O)[nH]c(=O)c1Cc1cccc2ccccc12
    i, i
- Cc1ccc(S(=O)(=O)NCC(=O)N(CC(=O)NC(C)(C)C)Cc2cccs2)cc1
    i, i
- CCOc1ccccc1NC(=O)c1ccccc1N(C)S(C)(=O)=O
    i, i
- CC(C)(C)c1cc(CCC(=O)NCc2ccncc2)cc(C(C)(C)C)c1O
    i, i
- Cc1occc1C(=O)NCc1nc(-c2ccc(Cl)cc2)no1
    i, i
- CC1CN(c2nc3c(c(=O)n(Cc4ccc(Cl)cc4)c(=O)n3C)n2C)CC(C)O1 (configuration not stated)
    i, i
- Cc1cccc(CC(=O)NCC2CCCCC2)c1
    i, i
- O=C(Nc1sc(-c2ccccc2)cc1C(=O)O)c1ccccc1
    i, i
- CCc1ccccc1N1CC(C(=O)Nc2nccs2)CC1=O (configuration not stated)
    i, i
- CCOC(=O)C1(Cc2cccc(OC)c2)CCN(Cc2cnc(SC)nc2)CC1
    i, i
- CSCCC(NC(=O)c1ccccc1)C(=O)Nc1ccc(C)cc1 (configuration not stated)
    -7.5*, i
- CC(C)n1c(C(F)(F)F)nc2cc(C(=O)N3CCCCC3)ccc21
    i, i
- CC1(C)CCC(=O)N(c2ccc(OC(F)(F)F)cc2)C1=O
    i, i
- CC(CN1CCCCC1)OC(=O)c1ccc2c(c1)OCO2 (configuration not stated)
    i, i
- Cc1ccc(/C=C(\NC(=O)c2ccccc2)C(=O)N2CCCCC2)cc1
    i, i
- CN(CCCCOc1ccc(F)cc1)Cc1ccccc1
    i, i
- Cn1cc(C(=O)NCc2cccs2)c(=O)c2cc(S(=O)(=O)N3CCCC3)ccc21
    i, i
- Cc1ccccc1-c1nnc(-c2ccc(Cl)cc2)o1
    i, i
- CC(C)C(=O)NC(=S)Nc1ccccn1
    i, i
- CCN1C(=O)[C@H]2[C@@H](c3ccc(C)cc3)N3C(=O)N(c4cccc(C)c4)C(=O)[C@@]3(Cc3ccccc3)[C@H]2C1=O
    i, i
- CC1CCN(Cc2ccc(-c3nn[nH]n3)cc2)CC1
    i, i
- CCOC(=O)C1CCCN(C(=S)NC2CCCC2)C1 (configuration not stated)
    i, i
- CCCCn1c(N)c(N(CCOC)C(=O)CCNC(=O)c2ccccc2Cl)c(=O)[nH]c1=O
    i, i
- O=C(Cn1c(=O)c2c(ncn2Cc2ccccc2)n(Cc2ccccc2)c1=O)N1CCc2ccccc21
    i, i
- CC1=CC(C)(C)NC(=S)N1c1cccc(C)c1
    i, i
- COCc1cc(CN2CCCC(CNC(=O)c3ccc(F)cc3)C2)ccc1OC (configuration not stated)
    i, i
- CCOc1ccccc1NC(=O)CN(C)S(=O)(=O)c1ccc(OC)c(C)c1
    i, i
- Cc1cc(N2CCC(N(C)C3CCCC3)CC2)nc2cc(O)ccc12
    i, 12*
- O=C(CNC(=O)c1ccccc1)OCC(=O)N1N=C(c2ccc(Cl)cc2)CC1c1ccco1 (configuration not stated)
    i, i
- OC(CSc1ccccc1Cl)CN1CCN(c2ccc(F)cc2)CC1 (configuration not stated)
    i, i
- O=C(C[n+]1cc(-c2ccc(Cl)c(Cl)c2)n2c1CCC2)c1cccs1
    i, i
- O=[N+]([O-])c1ncccc1OCc1ccc(-c2ccccc2)cc1
    i, i
- O=C(O)c1ccccn1
    i, i
- Cc1ccc(C)c(N2CCN(C(=O)CCCOc3cc(=O)n(C)c4ccccc34)CC2)c1
    i, i
- Cc1nc2ccccn2c1C(=O)CSc1ccccc1Cl
    i, i
- CC(C)(C)C(=O)NC1CC2CCCC(C1)N2C(=O)Nc1ccc(Cl)cc1 (configuration not stated)
    i, i
- CC(C)(C)c1csc(N/N=C/c2cccnc2)n1
    i, i
- O=C(Nc1cccc(-c2nc3ccccc3[nH]2)c1)c1ccc(C(=O)Nc2cccc(-c3nc4ccccc4[nH]3)c2)cc1
    i, i
- CCCCOc1ccccc1C1NC(=O)CCC1[N+](=O)[O-] (configuration not stated)
    i, i
- CCOC(=O)c1nn(-c2ccccc2)c(C#N)c1N
    i, i

# 4 entries from above, field by field.
structure: Cc1ccc(C)c(N2CCN(C(=O)CCCOc3cc(=O)n(C)c4ccccc34)CC2)c1
  CHT inh: i
  CHT allo act: i

structure: Cc1cc(N2CCC(N(C)C3CCCC3)CC2)nc2cc(O)ccc12
  CHT inh: i
  CHT allo act: 12*

structure: Cc1nc2ccccn2c1C(=O)CSc1ccccc1Cl
  CHT inh: i
  CHT allo act: i

structure: CCCCOc1ccccc1C1NC(=O)CCC1[N+](=O)[O-] (configuration not stated)
  CHT inh: i
  CHT allo act: i

# (list continues)
# Second line of a record – CHT inh, CHT allo act
- CCN1CCN(CCc2nc3cc(NC(=O)COc4ccccc4)ccc3n2C)CC1
    i, i
- C/C=C(\C)C(=O)NNC(=O)c1sc(-c2ccccc2)nc1C
    i, i
- COc1ccccc1/C=N/NC(=O)Cn1cnc([N+](=O)[O-])n1
    i, i
- COc1ccc(-c2cc(O)cc(O)c2)cc1
    i, i
- CC(C)(C)c1ccc(C(=O)CSc2ncn[nH]2)cc1
    -5*, i
- Cc1cccc(Nc2nc(NCC3CCCO3)nc(N)c2[N+](=O)[O-])c1 (configuration not stated)
    i, i
- CCOc1ccc(NC(=O)C2CCCN(S(=O)(=O)c3c(C)nn(C)c3C)C2)cc1 (configuration not stated)
    i, i
- O=C(CNC(=O)c1ccccc1F)N/N=C/c1cc(Br)ccc1OC(=O)/C=C/c1ccco1
    i, i
- CCN(CC)C(=O)CSc1nnc(-c2cccnc2)n1CCc1ccccc1
    i, i
- O=C(CNCCC1=CCCCC1)Nc1ccccc1N1CCCCCC1
    i, i
- COc1cccc2[nH]c3c(=O)[nH]cnc3c12
    i, i
- COc1ccc(NC(=O)c2ccco2)cc1NC(=O)c1ccccc1[N+](=O)[O-]
    i, i
- CN(C(=O)C1CCC(=O)N(CCCN2CCCC2=O)C1)C(C1CC1)C1CC1 (configuration not stated)
    i, i
- CC(NCc1ccc(S(N)(=O)=O)cc1)C(=O)Nc1ccc([N+](=O)[O-])cc1Cl (configuration not stated)
    i, i
- Cc1cc(NS(=O)(=O)c2ccc(NC(=O)CN3C(=O)NC(C)(c4ccccc4)C3=O)cc2)nc(C)n1 (configuration not stated)
    i, i
- Cc1cccc(C)c1OCCSc1nc2ccccc2n1CC(=O)O
    i, i
- Cc1ccc(S(=O)(=O)N2CCCCC2)cc1C(=O)N(C)CCOc1ccccc1
    i, i
- CCN(C(=O)CSc1n[nH]c(-c2cccs2)n1)C1CCS(=O)(=O)C1 (configuration not stated)
    i, i
- CCOc1ccccc1N(C)S(=O)(=O)c1ccc2c(c1)CCN2C(=O)CCC(=O)O
    i, i
- CC1CC(C)CN(C(=O)COC(=O)c2cccc([N+](=O)[O-])c2)C1 (configuration not stated)
    i, i
- CC(=O)Nc1ccc(Oc2cc(N)cc([N+](=O)[O-])c2)cc1
    i, i
- CCOC(=O)C1=C(C)NC(c2cccs2)C(=O)N1 (configuration not stated)
    i, i
- COc1cccc(CC(=O)OC(C)C(=O)NCc2ccc3c(c2)OCO3)c1 (configuration not stated)
    i, i
- CCOc1ccc(NC(=S)N2CCN(CCN3C(=O)c4cccc5cccc(c45)C3=O)CC2)cc1
    i, i
- COc1cc2c(cc1OC)C(=O)CC(C)S2 (configuration not stated)
    i, i
- O=C(NNc1ccccc1)/C(=C\c1cccnc1)NC(=O)c1ccccc1
    i, i
- CN(C)C(CNC(=O)c1ccc2c(=O)n(-c3ccccc3F)c(=S)[nH]c2c1)Cc1ccccc1 (configuration not stated)
    i, i
- Cc1sc2nc(C)n(/N=C/N(C)C)c(=O)c2c1C
    i, i
- CN(CCOc1ccccc1)C(=O)c1cc([N+](=O)[O-])ccc1N1CCOCC1
    i, i
- Cc1ccc(S(=O)(=O)Oc2ccc(/C=C3/N=C(c4ccccc4)OC3=O)cc2)cc1
    i, i
- COc1ccc(S(=O)(=O)N2CCC(C(=O)NCCC(=O)NCc3cccc(OC)c3)CC2)cc1
    i, i
- O=S(=O)(c1ccsc1)N1CC=C(c2ccccc2)CC1
    i, i
- CC(CN1C(C)CCCC1C)OC(=O)c1ccc(F)cc1 (configuration not stated)
    i, i
- COc1ccc(C(=O)Nc2ccnn2C2CCN(Cc3cnn(C)c3)CC2)cc1
    i, i
- Cc1ccc(C)c(C(C)NC(=O)c2ccc(Br)o2)c1 (configuration not stated)
    i, i
- Cc1ccc(CS(=O)Cc2ccc(C(=O)NCc3ccccc3)o2)cc1 (configuration not stated)
    i, i
- O=C(CSc1nnc(-c2ccccc2)n1-c1ccc(Cl)cc1)N/N=C/c1ccccc1C(=O)O
    i, i
- COC(=O)N1c2ccccc2C=Cc2ccccc21
    i, i
- C=C1C2(C(=O)Nc3nccs3)CCC(C2)C1(C)C (configuration not stated)
    i, i
- Cc1cc(NCc2ccccn2)nc2ccccc12
    i, i
- CC(=O)CC(c1ccccc1)S(=O)(=O)c1ccc(C)cc1 (configuration not stated)
    i, i
- O=C(NCc1ccco1)C1CCN(c2nnc(-n3cccc3)s2)CC1
    i, i
- COc1ccc(NC(=O)C2CC(=O)N/C(=N/NC(=O)c3ccc(Cl)cc3)S2)cc1 (configuration not stated)
    i, i
- COc1c2ccoc2c(OC[C@@H](O)C(C)(C)OC)c2oc(=O)ccc12
    i, i
- COc1ccc(C)cc1NC(=O)CSc1ccc(-c2ccccn2)nn1
    i, i
- O=C(CNc1n[nH]c(=O)[nH]c1=O)N/N=C/C1CC=CCC1 (configuration not stated)
    i, i
- CCn1c(Cl)c(C=O)s/c1=N\S(=O)(=O)c1ccccc1
    i, i
- CC(=O)Nc1cc(-c2ccc(F)cc2)[nH]n1
    i, i
- CCOC(=O)N1CCC2(CC1)C(C#N)=C(N)Oc1n[nH]c(C)c12
    i, i
- Cc1cc(NC(=O)Cn2nc([N+](=O)[O-])c(Br)c2C)no1
    i, i
- CN(Cc1ccccc1Cl)C(=O)c1cc2ccccc2o1
    i, i
- CCOC(=O)c1[nH]c(C)c(C(=O)c2ccc(C)cc2)c1C
    i, i
- CSCC[C@H](NC(=O)c1ccc(Br)o1)c1nnc2ccccn12
    i, i
- CCOC(=O)C1=C(C)N=C2SC(C)C(=O)N2C1c1ccc(C(=O)OC)cc1 (configuration not stated)
    i, i
- COc1cc(S(=O)(=O)n2ccc(C)n2)c(OC)cc1Cl
    i, i
- CC1CC(C)CN(c2nc3c(c(=O)n(C)c(=O)n3C)n2CCSc2ncccn2)C1 (configuration not stated)
    i, i
- CCNC(=O)COC(=O)c1cc(S(=O)(=O)N2CCCCC2)ccc1C
    i, i
- O=C(O)CCc1ccc(-c2ccc(Br)cc2)o1
    i, i
- c1ccc(CC2CCN(c3nc4ccccc4n4nnnc34)CC2)cc1
    i, i
- COc1cccc(NC(=S)N(CCCN2CCCC(C)C2)Cc2cccs2)c1 (configuration not stated)
    i, i

# Compound profiles, from the list above. Values in the order: CHT inh, CHT allo act
# O=C(O)CCc1ccc(-c2ccc(Br)cc2)o1 is listed with i, i
# CCn1c(Cl)c(C=O)s/c1=N\S(=O)(=O)c1ccccc1 is listed with i, i

# Looked up one by one from the entries so far:
# Second line of a record – CHT inh, CHT allo act
- COc1cc(S(=O)(=O)n2ccc(C)n2)c(OC)cc1Cl
    i, i
- c1ccc(CC2CCN(c3nc4ccccc4n4nnnc34)CC2)cc1
    i, i

# (further entries)
# Second line of a record – CHT inh, CHT allo act
- O=C(/C=C/c1cccs1)NC(=S)Nc1ccc(C(=O)O)cc1
    i, i
- CN1CCN(S(=O)(=O)c2ccc(NC(=O)c3ccccc3Cl)cc2)CC1
    i, i
- COc1ccccc1-c1nc(SCC(=O)N2CCOCC2)n[nH]1
    i, i
- C=CCOc1ccccc1CNCCNC(=O)c1nonc1N
    i, i
- Cc1nc2ccccc2n1CC(=O)OCC(=O)NC1CC1
    i, i
- O=C(C1CCCN(S(=O)(=O)c2cccnc2)C1)N1CCn2c1nc1ccccc12 (configuration not stated)
    i, i
- Cc1cc(C)nc(SCCCNCc2ccc(Br)cc2)n1
    i, i
- CCN(CC)C(=S)SC1CCCCN(C(=O)c2ccc(F)cc2)C1=O (configuration not stated)
    i, i
- N=c1sccn1CC(=O)Nc1ccccc1-c1ccccc1
    i, i
- COc1ccc(Cl)cc1NC(=O)CNCC(c1ccccc1)N(C)C (configuration not stated)
    i, i
- COc1cccc(NC(=O)CSc2nnc(CNC(=O)c3ccccc3)n2C)c1
    i, i
- Cn1c(=O)c(=O)n(C)c2cc(S(=O)(=O)CCC(=O)N3CCCCC3)ccc21
    i, i
- CCCCn1c(N)c(N(CC(C)C)C(=O)Cc2ccc3c(c2)OCCO3)c(=O)[nH]c1=O
    i, i
- COc1ccccc1-c1cnn2c(NCCc3ccccc3)cc(C)nc12
    i, i
- O=C(CSc1cn(CCNC(=O)c2cccs2)c2ccccc12)NCc1ccccc1
    i, i
- Cc1ccc(-c2nc3cnccn3c2Nc2ccc3c(c2)OCCO3)o1
    i, i
- CC(=O)Nc1cn(-c2ccccc2)nc1-c1ccccc1
    i, i
- CCOc1ccc2nc(SCc3cccc(C)c3)nc(C)c2c1
    i, i
- CN(C)CCCOc1nn(Cc2ccccc2)c2ccccc12
    i, i
- O=C(NCc1ccc(F)cc1)C(Cc1ccccc1)n1cccc1 (configuration not stated)
    i, i

# Screens as filed in PubChem BioAssay.
